RAD52 anneal inh: RAD52 DNA annealing inhibitors, primary screen, biochemical, FRET, single point, set 2; DNA repair protein RAD52 homolog (Homo sapiens), P43351; recombinant RAD52 DNA annealing, FRET fluorescence; inhibition, % at 18.7 µM; 0.46% of 360,000 active; AID 651710, 2012;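 active = every replicate showing at least 50% inhibition; inconclusive = mean inhibition at least 50% but not in every replicate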
Target sequence (P43351 whole entry, looked up): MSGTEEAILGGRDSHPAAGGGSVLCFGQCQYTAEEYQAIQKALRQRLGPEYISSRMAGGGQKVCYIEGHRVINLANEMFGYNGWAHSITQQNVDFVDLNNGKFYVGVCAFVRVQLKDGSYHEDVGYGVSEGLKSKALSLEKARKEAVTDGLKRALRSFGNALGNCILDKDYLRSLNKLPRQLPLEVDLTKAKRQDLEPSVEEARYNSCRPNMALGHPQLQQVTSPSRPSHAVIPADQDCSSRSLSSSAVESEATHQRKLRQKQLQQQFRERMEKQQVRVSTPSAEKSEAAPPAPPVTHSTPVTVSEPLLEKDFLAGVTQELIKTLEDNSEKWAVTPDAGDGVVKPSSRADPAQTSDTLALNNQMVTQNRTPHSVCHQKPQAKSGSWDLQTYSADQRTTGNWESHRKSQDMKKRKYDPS
CASP6 VEID inh: human caspase-6 inhibitors, primary screen, biochemical, VEID-R110 fluorescence, single point, set 2; purified caspase-6, Z-VEID-R110 cleavage fluorescence; inhibition, % at 12.5 µM; P55212; 0.53% of 350,000 active; AID 686996, 2013;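 active = mean inhibition across replicates at least about 35%, with every replicate also reaching that limit, limit read from the data; inconclusive = only one of the two criteria met; inactive = neither criterion met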;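 also: 0% = median of neutral control wells and 100% = no fluorescence left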
Xi reactivation: activators of inactive X chromosome reactivation, primary screen, imaging, XiGFP fibroblasts, GFP high-content imaging, set 2. AID 743238, 2013. XiGFP mouse fibroblasts, % GFP-positive cells imaging, 3 d; cells co-treated with 5-aza-dC sensitizer; scaled so ellipticine positive control = 100%. 0.055% of 360,000 active. activation, % at 7.58 µM;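 active = mean normalized replicate activation at least 10% and every replicate at or above 10%; inconclusive = only one of the two criteria met; inactive = mean below 10% and not all replicates reach 10%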;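 also: 0% = median of on-plate neutral control wells and 100% = ellipticine 6 µM median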
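System: 68-5-11 XiGFP fibroblast line | Buffer or medium: DMEM containing 5-aza-dC | Compound: Single point | Times: Compounds 3 days, fix/stain 15 min at room temperature | Benchmarks: Positive control ellipticine, 6 µM final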
RAD54 branch: inhibitors of human RAD54 branch migration, primary screen, biochemical, fluorescence, single point | DNA repair and recombination protein RAD54-like (Homo sapiens), Q92698 | RAD54 Holliday junction branch migration, FAM/BHQ fluorescence | inhibition, % at 10.4 µM | 0.14% of 360,000 active | AID 602329, 2012;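 active = mean normalized replicate activity at least 40 and at least half of replicates scoring 40 or more; inconclusive = only one of the two criteria met; inactive = mean below 40 and under half of replicates reaching 40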;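 also: 0% = median of neutral control wells and 100% = median of positive control wells; inhibitors cause a drop in the FAM fluorescence signal; in these data hits start at about 50%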
CFTR F508del cor: F508del CFTR correction, initial screen, CFBE line, single point. CFBE cells, YFP halide quenching; stimulated with forskolin plus potentiator P3; % fluorescence drop versus neutral controls. activity (quench increase), % at 7.58 µM. 0.36% of 350,000 active. AID 720511, 2013;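 active = mean added fluorescence quench of at least 8% versus neutral control, with both replicates also reaching 8%; inconclusive = only one of the mean or replicate conditions met; inactive = mean below 8% and not both replicates reaching 8%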;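 also: cells transiently co-express mutant CFTR-F508del with the halide-sensitive YFP; corrector assay measuring rescue of mutant channel to the surface after 24 h compound exposure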
E-selectin induc: E-selectin induction in HUVECs, primary screen, imaging, HUVEC, immunofluorescence imaging, single point; P16581; normalized: neutral wells 0, TNF-alpha wells 100; activation, % at 7.58 µM; 0.37% of 260,000 active; AID 686992, 2013;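 active = mean E-selectin-positive cell signal at least 10% of the positive control, reached in at least 60% of replicates, without over 20% cell loss; inconclusive = no rule given, readout overlaps actives, possibly toxicity-flagged; inactive = the rest, including those meeting only one limit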;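 also: in these data hits start at about 27%; measured in HUVEC primary endothelial cells; signal is the percent of cells scored E-selectin positive by PE staining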
Target sequence (P16581 whole entry, looked up): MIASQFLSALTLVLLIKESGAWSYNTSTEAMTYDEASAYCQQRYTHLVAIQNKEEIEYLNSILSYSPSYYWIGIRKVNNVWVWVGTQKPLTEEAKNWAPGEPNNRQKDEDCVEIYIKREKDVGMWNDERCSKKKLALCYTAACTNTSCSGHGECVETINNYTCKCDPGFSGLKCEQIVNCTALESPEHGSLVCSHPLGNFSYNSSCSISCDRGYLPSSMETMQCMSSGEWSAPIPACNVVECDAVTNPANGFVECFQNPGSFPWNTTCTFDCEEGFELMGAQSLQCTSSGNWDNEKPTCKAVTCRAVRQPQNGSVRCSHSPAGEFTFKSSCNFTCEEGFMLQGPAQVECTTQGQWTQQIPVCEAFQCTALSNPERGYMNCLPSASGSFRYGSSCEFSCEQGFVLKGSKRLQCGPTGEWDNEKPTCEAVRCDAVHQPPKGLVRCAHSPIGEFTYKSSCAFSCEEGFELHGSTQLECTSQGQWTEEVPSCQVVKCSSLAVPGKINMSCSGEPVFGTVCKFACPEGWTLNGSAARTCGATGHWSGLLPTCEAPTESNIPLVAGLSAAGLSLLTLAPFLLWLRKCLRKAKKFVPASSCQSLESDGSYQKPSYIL
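Material: HUVEC primary endothelial cells; Amount: 3,000 cells per well; Dosing: single concentration; Medium: EGM-2 growth medium on 0.1% gelatin-coated wells; Read-out basis: percent E-selectin-positive cells; Signal: immunofluorescence imaging; Control set: TNF-alpha, DMSO.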
INS-1E GSIS act: GLuc luminescence reporter in INS-1E cells, primary screen for activators of glucose-dependent secretion of insulin. INS-1E GLuc reporter insulin secretion, 2-3 h. 0.61% of 370,000 active. activation, % at 16.6 µM. AID 743287, 2014;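 active = lowest replicate activation of at least 40%, so every replicate reaches that level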;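 also: 0% = median of neutral control wells and 100% = median of IBMX positive control wells; some compounds called inactive have numbers as strong as hits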
DENV2 CPE rescue: inhibitors of DENV2 cytopathic effect, primary screen, cell-based, plate reader, single concentration | DENV2-infected cells, cytopathic effect rescue | CPE inhibition, % at 9.99 µM | 1.7% of 350,000 active | AID 651640, 2012; in the data active = CPE inhibition above about 20%, passing the limit was not always enough; inconclusive = no clear call, values can overlap the other calls; tested in BHK-21 cells;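 also: 0% = median of neutral control wells and 100% = median of positive control wells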
Starred values were filed as active, the others as inactive; ? = inconclusive; · = not tested or not shown.

Values run as follows: RAD52 anneal inh | CASP6 VEID inh | Xi reactivation | RAD54 branch | CFTR F508del cor | E-selectin induc | INS-1E GSIS act | DENV2 CPE rescue
- COc1ccc(CCNc2nc(-c3ccccn3)cs2)cc1OC
→ -23 | 4 | 0.0 | · | -3.3 | · | 24 | -7
- COc1ccc(Nc2nc(-c3cccc(OC)c3O)nc3ccccc23)cc1
→ -13 | 2 | 0.0 | 20 | 2.5 | -0.1 | 0 | 2
- Cc1ccc(-c2nnc3cccc(Cl)n23)cc1
→ -2 | 4 | 0.0 | -4 | 1.3 | 13 | 7 | 6
- O=C(Nc1nncs1)c1cc(S(=O)(=O)N2CCOCC2)ccc1Cl
→ -4 | 0 | 0.0 | -4 | 2.0 | 0.1 | 4 | -7
- Brc1ccccc1-n1nnc(-c2cnc3ccccc3c2)n1
→ -5 | -2 | -0.2 | 3 | -0.6 | -0.1 | · | 4
- NS(=O)(=O)c1ccc(CNC(=O)c2cc(-c3cccs3)nc3ccccc23)cc1
→ -16 | 4 | -0.1 | -9 | 5.0 | 2.5 | 18 | 0
- COc1ccc(S(=O)(=O)Nc2cccc(S(=O)(=O)NC3=NCCC3)c2)cc1[N+](=O)[O-]
→ -9 | 3 | 0.0 | · | -1.6 | -0.1 | -2 | ?
- COC(=O)c1c(C)oc2ccc(N(C(=O)Oc3ccccc3)S(=O)(=O)c3ccccc3)cc12
→ -13 | 1 | 0.0 | · | 0.4 | -1.6 | -5 | -1
- O=C(C[C@@H]1C[C@H]2c3cc(NC(=O)c4ccc5c(c4)OCO5)ccc3O[C@H]2[C@H](CO)O1)NCc1cccc(F)c1
→ -27 | -3 | 0.1 | -3 | -2.8 | -0.5 | -31 | -5
- O=C(NCc1ccccc1)C1c2ccccc2OCC(=O)N1CCCN1CCOCC1 (centres undefined)
→ -13 | -9 | 0.0 | · | 4.1 | · | 16 | -8
- CCOC(=O)C1=NN(c2ccc(Cl)cc2)/C(=C/C2=NCCc3cc(OC)c(OC)cc32)S1
→ -19 | 3 | 0.2 | · | -1.0 | 0.1 | 47 | -4
- O=C(NCc1ccccc1)C(c1ccncc1)n1c(=O)c(-c2ccco2)nc2ccccc21 (centres undefined)
→ 2 | 4 | -0.1 | · | 1.2 | 0.0 | -5 | -8
- Cc1ccc(/C(=N/Nc2nc3ccccc3s2)C2=C(O)c3ccccc3C2=O)cc1
→ -13 | -1 | 0.0 | · | 4.4 | · | 0 | 16
- Cn1c2ccccc2c2cnn(CC(=O)N3CCCCC3)c(=O)c21
→ -7 | -5 | -0.1 | · | 0.1 | 3.0 | -5 | 1
- COc1ccc(CCNC(=O)C2(C)CCC(=O)N2Cc2ccc(F)cc2Cl)cc1OC (centres undefined)
→ -5 | -3 | 0.0 | 1 | 0.6 | -0.3 | · | 15
- Cc1cccc(C2=NN(c3ccccc3)[C@@H](C(=O)N3CCOC3=O)[C@@H]2c2ccc(Cl)cc2)c1
→ -52 | -1 | -0.1 | -2 | 2.3 | 11 | -26 | -1
- C[C@@H]1CCCCO[C@H](CN(C)CC2CCCCC2)[C@@H](C)CN([C@H](C)CO)C(=O)c2cc(NC(=O)C3CCCCC3)ccc2O1
→ 6 | -2 | -0.1 | -2 | -1.0 | -0.4 | -1 | -9
- C[C@H](CO)N1C[C@H](C)[C@@H](CN(C)S(=O)(=O)c2ccc(F)cc2)Oc2ccc(NC(=O)Cc3cn(C)c4ccccc34)cc2CC1=O
→ 1 | -2 | -0.9 | -3 | 0.9 | 1.2 | 9 | -6
- Cn1cnc(S(=O)(=O)NC2CCN(Cc3ccccc3)CC2)c1
→ 1 | -5 | 0.2 | -10 | -1.3 | · | 14 | -2
- C[C@H]1CN([C@@H](C)CO)C(=O)c2cc(NS(=O)(=O)c3ccccc3)ccc2O[C@H]1CN(C)Cc1ccncc1
→ 7 | -1 | -1.1 | 1 | 2.6 | 3.6 | 2 | -13
- Cc1cc(C)c(S(=O)(=O)CCC(C)C)c(=O)[nH]1
→ -8 | 0 | 0.0 | · | -0.6 | -2.9 | 0 | 9
- COC(=O)[C@]12C[C@H](CC(=O)N3CCN(C(=O)c4ccco4)CC3)C(=O)N(Cc3ccc4c(c3)OCO4)C1=C[C@H](C(C)(C)C)O[C@@H]2C
→ -5 | 6 | 0.1 | · | -0.8 | -0.1 | -18 | 8
- CC1(c2cccc(Br)c2)NC(=O)N(CC(=O)Nc2ccc(N3CCCCC3)cc2)C1=O (centres undefined)
→ -17 | 0 | 0.5 | -5 | -3.1 | 0.0 | · | 7
- C[C@@H]1CN([C@@H](C)CO)C(=O)c2cccc(NC(=O)Nc3ccc(F)cc3)c2O[C@@H]1CN(C)Cc1ccc2c(c1)OCO2
→ 13 | -4 | -0.8 | 8 | -2.0 | 0.2 | 7 | -9
- CN(CCCNC(=O)c1cn(C)c2ccc(S(=O)(=O)N(C)C)cc2c1=O)c1ccccc1
→ -8 | 1 | 0.5 | -3 | -0.1 | · | 10 | -1
- O=C(CNC(=O)c1ccco1)Nc1ccncc1
→ -4 | 1 | 0.1 | -10 | 2.6 | -0.2 | 15 | 1
- COc1cccc(-c2ccc([C@H]3[C@@H](CO)N4C(=O)CN(C(=O)C5CCCC5)C[C@@H]34)cc2)c1
→ 6 | 1 | 0.1 | · | -1.7 | -0.6 | -6 | -6
- Cc1ccc2c(c1)N(CC(=O)NC1CCCC(C)C1C)C(=O)c1cccnc1O2 (centres undefined)
→ 11 | 2 | 0.3 | -11 | -1.6 | 0.0 | -17 | 8
- COc1ccc(C2=NOC(C(=O)N3CCCCCC3)C2)cc1OC (centres undefined)
→ 8 | 7 | · | 3 | -0.7 | · | 1 | 1
- COc1ccc2c3c([nH]c2c1)[C@H](CO)N(C(=O)CC1CC1)CC31CN(C(=O)CC2CC2)C1
→ -6 | · | 0.3 | · | 1.7 | -0.4 | 14 | ?
- COc1ccc(N(CC(=O)N/N=C/c2ccc(N(C)C)cc2)S(=O)(=O)c2ccccc2)cc1
→ -8 | 0 | 0.1 | -14 | -0.9 | -0.1 | 4 | -8
- COc1ccc(N2CCN(C(=O)c3ccc(N(C)S(=O)(=O)c4ccc(C)cc4)cc3)CC2)cc1
→ -1 | 0 | 0.1 | · | -0.3 | · | -1 | 17
- CC[C@]12c3[nH]c4ccc(Cl)cc4c3CCN1C(=O)[C@@H](CC(=O)NCCC1=CCCCC1)C[C@@H]2C(=O)N1CCN(C(=O)C2CC2)CC1
→ 0 | 0 | 0.5 | -7 | 1.1 | -0.1 | -18 | 16
- Cc1ccc(S(=O)(=O)N2CCCCC2)cc1C(=O)N(C)CCOc1ccccc1
→ 4 | -104 | 0.2 | -1 | 5.0 | 2.3 | -14 | -5
- CCOc1ccc(NC(=O)CN(C)C(=O)COc2cccc3c2OC(C)(C)C3)cc1OCC
→ -13 | 0 | -1.1 | 2 | -2.5 | 0.6 | -1 | 1
- C[C@H](CO)N1C[C@H](C)[C@H](CN(C)Cc2ccc3c(c2)OCO3)Oc2ccc(NC(=O)Cc3cn(C)c4ccccc34)cc2C1=O
→ -2 | -1 | -0.1 | 6 | 2.8 | 43* | -6 | -3
- COC(=O)[C@H]1Cc2c([nH]c3ccccc23)[C@H](c2ccccc2)N1
→ -29 | -1 | 0.0 | -2 | 1.2 | 0.2 | 8 | -2
- COc1ccccc1NC(=O)N1C[C@@H]2[C@H](c3ccccc31)[C@H](CO)N2C(=O)c1ccccc1
→ -4 | 0 | 0.5 | -4 | 1.9 | -0.5 | 6 | -7
- Cc1cccc(S(=O)(=O)Nc2ccc(-c3nc4ccc(C)cc4s3)cc2)c1
→ -80 | -2 | 0.0 | · | · | 4.0 | 1 | 0
- Cc1cc(C(=O)N/N=C/c2ccncc2)c(C)o1
→ -9 | 0 | 0.3 | · | -2.0 | 6.5 | -4 | -1
- COc1cc(C)ccc1OCc1cc(C(=O)NCc2ccncc2)no1
→ -3 | 1 | 0.0 | -12 | -0.9 | 1.4 | 1 | -1
- Cc1ccccc1NC(=O)/C(C#N)=C\c1cn(CC(=O)O)c2ccccc12
→ -54 | · | 0.0 | · | 4.3 | · | 2 | -2
- NC(=O)C1CCCN(C(=O)CNC(=O)C23CC4CC(CC(C4)C2)C3)C1 (centres undefined)
→ 3 | -1 | 0.5 | 5 | 1.3 | 0.2 | 6 | ?
- CO[C@@H]1CN(C)C(=O)c2ccc(NS(C)(=O)=O)cc2OC[C@H](C)N(C)C[C@H]1C
→ -5 | 0 | 0.0 | 1 | 1.3 | -0.1 | 11 | -7
- CCOc1ccc(Nc2nc(N)c3ccccc3n2)cc1
→ 19 | -1 | 0.0 | 26 | -1.2 | 0.5 | 11 | 7
- O=C(C1CCCCC1)N1C[C@H]2[C@@H](c3ccccc31)[C@H](CO)N2C(=O)c1ccccc1
→ 4 | 1 | 0.4 | -3 | -0.8 | 0.0 | -7 | 4
- CC(=O)N1CC(=O)N2[C@H](CO)[C@@H](c3ccc(C#CC(C)C)cc3)[C@H]2C1
→ 5 | -1 | 0.4 | · | -1.0 | -0.1 | 11 | 7
- Cn1cccc1Cc1nnc(SCC(=O)Nc2ccc(F)cc2)n1-c1ccc(F)cc1
→ -25 | 0 | 0.1 | -1 | 0.9 | -0.1 | -4 | 1
- CCCN(CCC)Cc1cc(=O)oc2ccc3ccccc3c12
→ -23 | 1 | 0.0 | 2 | 4.9 | · | -8 | 8
- C/C(=N\NC(=O)c1cc(-c2cccs2)nc2ccccc12)c1ccccn1
→ -27 | 0 | 0.6 | 2 | 12* | · | -7 | -1

Further compounds.
Values run as follows: RAD52 anneal inh | CASP6 VEID inh | Xi reactivation | RAD54 branch | CFTR F508del cor | E-selectin induc | INS-1E GSIS act | DENV2 CPE rescue
- COc1ccc(NC(=O)CN2C(=O)c3ccccc3S2(=O)=O)cc1S(=O)(=O)N1CCOCC1
→ -3 | 1 | 0.0 | · | -0.5 | 0.1 | -7 | -4
- CCOc1ccc(N(C(=O)c2snc(C(N)=O)c2N)C(C(=O)NC2CCCC2)c2ccncc2)cc1 (centres undefined)
→ -14 | 3 | 0.2 | -2 | 0.9 | -0.1 | 10 | 6
- O=C(CN1C(=O)S/C(=C\c2cccc(Cl)c2)C1=O)NC1C=CS(=O)(=O)C1 (centres undefined)
→ -13 | 11 | 0.0 | -8 | -4.6 | 0.3 | 17 | 15
- COCCCNC(=O)CS(=O)(=O)Cc1nc(-c2ccccc2C)oc1C
→ 3 | 1 | 0.0 | 7 | 3.9 | 3.8 | · | -6
- COc1cccc(C(=O)NN2C(=S)N(c3ccccc3)C(=O)C2CC(N)=O)c1 (centres undefined)
→ 2 | 1 | 0.0 | · | · | 1.7 | 24 | 0

From PubChem

Compounds were not picked by outcome; any-hit rate near 3.7%.
